Bioassay records deposited in PubChem by Southern Research Specialized Biocontainment Screening Center.
VEEV TC-83 Vero: inhibitors of VEEV TC-83 cytopathic effect, confirmation, Vero cells (AID 588727) | 0.13% of 350,000 active | one-dose inhibition, % at 20 µM; IC50 in µM for titrated hits | Vero cells, VEEV TC-83 cytopathic effect inhibition; higher % means a stronger effect; in the data active = a potency from the dose series; inconclusive = inhibition mostly from about 14% at the one dose, without a potency; inactive = the rest, 99 in 100 with inhibition below about 12%; note: strong numbers were not always called active
H1N1 NS1A inhibition: H1N1 influenza NS1A inhibitors, functional cell based assay (AID 504329); NS1A functional cell-based assay, percent inhibition; higher % means a stronger effect; inhibition, % at 12.5 µM; hits with a dose series show IC50 in µM; 0.3% of 340,000 active; in the data active = a potency from the dose series; inconclusive = inhibition above about 27% without an active follow-up result; note: strong numbers were not always called active
H37Rv inhibition: M. tuberculosis growth inhibition, HTS (AID 449762). 0.59% of 330,000 active. one-dose inhibition, % at 25 µM; IC50 in µM for titrated hits. M. tuberculosis H37Rv growth inhibition, 7H9 media; higher % means a stronger effect; in the data active = a potency from the dose series; inconclusive = inhibition above about 70% without an active follow-up result;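 note: bacterial growth assessed after seven days of incubation; strong numbers were not always called active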
PhoP GFP inhibition: PhoP regulon inhibitors, Salmonella typhi PhoP promoter GFP reporter, confirmatory (AID 1850); 0.33% of 310,000 active; one-dose inhibition, % at 50 µM; IC50 in µM for titrated hits; Salmonella Typhi PhoP-promoter GFP reporter, fluorescence, 4 h; higher % means a stronger effect; in the data active = a potency from the dose series; inconclusive = inhibition mostly from about 25% at the one dose, without a potency; inactive = the rest, 99 in 100 with inhibition below about 19%;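 note: 0% = induced wells with vehicle and 100% = uninduced wells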
M. tuberculosis: growth inhibition of non-replicating M. tuberculosis (AID 488890). one-dose inhibition, % at 25 µM; IC50 in µM for titrated hits. Mycobacterium tuberculosis non-replicating, growth inhibition; higher % means a stronger effect. 0.39% of 320,000 active; in the data active = a potency from the dose series; inconclusive = inhibition mostly from about 82% at the one dose, without a potency; inactive = the rest, 99 in 100 with inhibition below about 76%;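 note: plate controls were DMSO cells for no effect and high antibiotic wells for full effect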
VEEV TC-83 Vero 10K pilot screen: also measured in VEEV TC-83 Vero; calls as there; inhibition, %; measured here: 10K pilot screen inhibition
The depositor's hits bear a star; i = inactive; ? = inconclusive; nt = not tested or not shown. This is a random part of the collection; 1.6% or so of the library scored in one or more.

SMILES	VEEV TC-83 Vero	H1N1 NS1A inhibition	H37Rv inhibition	PhoP GFP inhibition	M. tuberculosis	others
C=CCNc1nc(Nc2cc(Cl)ccc2OC)nc(OC)n1	1.3%	-20%	7%	0%	24%
O=S(NCc1ccco1)C12CC3CC(CC(C3)C1)C2 (stereo unspecified)	2.9%	5%	-4%	-8%	52%
O=C(CNC(=S)N(Cc1ccccc1)Cc1cccnc1)N1CCOCC1	0.6%	-2%	-10%	4%	5%
CC(C)(C)CC(=O)NCCCN1CCOCC1	i	7%	9%	-4%	0%
CCN(CC)S(=O)(=O)c1cccc(NC(=O)COC(=O)c2cncc(Br)c2)c1	1.4%	2%	-1%	nt	3%
COc1cccc(-n2sc3c(c2=S)-c2cc(OC)ccc2NC3(C)C)c1	i	-3%	2%	3%	-8%
CCc1ccc(OCc2nnc(SCC(=O)N3CCOCC3)o2)cc1	i	-12%	-4%	-2%	?
CNC(=O)C(NC(=O)Nc1ccc(C)cc1)C(C)(C)C (stereo unspecified)	1.4%	-15%	2%	3%	2%
COC(=O)c1c(C)c2c(C)cc3ccccn3c-2c1C(=O)OC	1.1%	16%	-5%	-15%	6%
CCOc1cccc2cc(-c3cn4cc(C)ccc4n3)c(=O)oc12	i	12%	6%	-11%	76%
O=C1c2cccnc2C(=O)N1Cc1ccco1	0.7%	5%	1%	-1%	-8%
Cc1ccc2c(cnn2C(=O)CCC(=O)NCc2cccc(Cl)c2)c1	1.4%	7%	-3%	-2%	-7%
Cc1ccc(S(=O)(=O)NC(CC(C)C)C(=O)N2CCC(C)CC2)cc1 (stereo unspecified)	2.0%	10%	1%	1%	-2%
CCOC(=O)N1CCN(C(=O)c2ccc(NS(=O)(=O)c3ccc(C)cc3)cc2)CC1	4.5%	-4%	-4%	-8%	31%
Cc1ccccc1C(=O)NC(C)C(c1cccs1)N1CCOCC1 (stereo unspecified)	0.4%	1%	-12%	7%	21%
CC(=O)C1=C(O)C(=O)N(c2ccc(O)cc2)C1c1ccc(F)cc1 (stereo unspecified)	0.3%	-3%	-6%	-7%	14%
Nc1ccn([C@@H]2CS[C@H](CO)O2)c(=O)n1	nt	nt	21%	-8%	4%
CC(=O)N1c2ccc(S(=O)(=O)N3CCC(C(=O)Nc4cccc(C(F)(F)F)c4)CC3)cc2CC1C (stereo unspecified)	0.7%	12%	?	-27%	16%
Cc1ccc(Cn2c(=O)cc(C(=O)O)c3ccccc32)cc1	0.2%	-3%	-1%	-2%	25%
CCOC(=O)c1ccc(NC(=O)CSc2nnc(Cc3cccs3)n2C)cc1	4.5%	-20%	65%	7%	-3%
CCCOc1ccc(CN(CCO)CCO)cc1[N+](=O)[O-]	1.3%	-7%	0%	0%	-7%	VEEV TC-83 Vero 10K pilot screen=0.6
CCOc1ccc(N(CC(=O)NC2CCCCC2)C(=O)CCC(=O)Nc2nc(C)cs2)cc1	3.5%	-11%	23%	5%	14%
CC(C)c1ccc(NC(=O)C(c2ccc3c(c2)OCO3)N2CCC3(CC2)OCCO3)cc1 (stereo unspecified)	1.5%	13%	5%	-4%	32%
CCOC(=O)c1sc(-c2cccc([N+](=O)[O-])c2)cc1N	1.6%	-2%	20%	0%	9%
COc1ccc(OC)c(CCNC(=O)CCCC(=O)n2ncc3cc(C)ccc32)c1	0.0%	5%	-2%	2%	31%
O=C(Nc1cccc(S(=O)(=O)NC2=NCCC2)c1)c1ccccc1OC(F)F	0.4%	-13%	-4%	11%	13%
C=CCn1c(SCC(=O)NC2CCCC2)nnc1-c1cccnc1	2.8%	-4%	-2%	-3%	2%
O=C(NS(=O)(=O)N1CCOCC1)C1=C(N2CCCC2)COC1=O	0.6%	-2%	-3%	nt	1%
Cc1ccc2c(C)c(C(=O)N(Cc3ccc(F)cc3)C3CCS(=O)(=O)C3)oc2c1 (stereo unspecified)	7.4%	-1%	7%	-7%	17%
CC(C)(C)OC(=O)N1Cc2ccccc2C[C@H]1C(=O)NCC(=O)NC1CCCCC1	0.7%	-7%	-2%	-13%	20%
COc1ccccc1CNCc1cc(=O)oc2c(C)c(C)ccc12	0.3%	3%	-1%	0%	10%
CCOC(=O)c1sc(NC(=O)C2CC=CCC2C(=O)O)nc1C (stereo unspecified)	1.4%	-2%	-3%	9%	11%
O=C(NC1CC1)C1CCN(C2CCN(C(=O)/C=C/c3ccc(F)cc3)CC2)CC1	0.5%	2%	-11%	-5%	-6%
CCn1c(C)c(C2=CCN(S(=O)(=O)c3ccccc3)CC2)c2ccccc21	9.8%	-2%	12%	-7%	30%
Cc1cccc(-c2onc3ccc(C(=O)/C=C/N(C)C)cc23)c1	7.6%	22%	6%	-11%	14%
Cc1nn(-c2ccccc2)c(Cl)c1/C=N/NC(=O)c1ccco1	1.6%	-19%	-17%	3%	23%
Cc1nnc(SCC(=O)N/N=C/c2cn(-c3ccccc3)nc2-c2ccccc2)n1-c1ccccc1	9.7%	1%	?	-7%	-2%
O=C(Nc1nc(-c2cc3ccccc3oc2=O)cs1)c1ccc(Br)o1	7.5%	0%	2%	0%	10%
COc1ccc(CSC2=NCCN2)cc1Cl	5.0%	29%	0%	7%	11%
O=C(c1cccnc1)N1N=C2CCCCCC2C1(O)C(F)(F)F (stereo unspecified)	0.8%	-3%	-7%	5%	5%
Cc1cccc(NC(=O)c2cnn(C)c2)c1C	1.6%	-3%	-3%	-3%	-5%
O=C(CSc1cn(Cc2ccccc2)c2ccccc12)Nc1nccs1	0.8%	5%	1%	0%	27%
COc1ccc(/C=C(\NC(=O)c2ccccc2)C(=O)NCc2ccco2)cc1	2.4%	2%	0%	9%	-8%
COc1cc(SC#N)ccc1N=Cc1c(C)[nH]n(-c2ccc(Cl)cc2)c1=O	7.4%	-6%	3%	21%	11%
Cc1nn(Cc2cccc(C(=O)N3CCCC(C)C3)c2)c(C)c1[N+](=O)[O-] (stereo unspecified)	2.1%	-5%	-4%	-6%	2%
CCCc1nnc(NC(=O)CCC(=O)N2CCN(Cc3ccc(F)cc3)CC2)s1	i	-2%	0%	-4%	6%
CCCCNS(=O)(=O)c1ccc2nc(-c3cccs3)cc(C(=O)NCC(OC)OC)c2c1	nt	nt	3%	9%	-2%
Cc1c(Cl)cc(C(C)C)c(O)c1CN1CCOCC1	i	-5%	nt	nt	nt
CCC(C)N(C(=O)Cn1nnc(-c2ccc(Cl)cc2)n1)C1CCS(=O)(=O)C1 (stereo unspecified)	4.5%	3%	3%	-5%	2%
COc1ccc(Cl)c(NC(=O)Nc2c(C)n(-c3ccccc3)c(=O)n2C)c1	0.6%	-3%	1%	-11%	-8%
CC(C)(CCl)C(=O)Nc1ccc(C(F)(F)F)cc1	i	-6%	-3%	1%	-16%
CC(Sc1nc2ccccc2s1)C(=O)NC1CCCc2ccccc21 (stereo unspecified)	i	18%	6%	-6%	26%
Cc1cccc(C)c1N(C(=O)c1ccco1)C(C(=O)NC1CCCC1)c1ccncc1 (stereo unspecified)	2.7%	7%	-6%	9%	-1%
COc1ccc(N2CCN(C(CNC(=O)CC(C)(C)C)c3ccc4c(c3)OCO4)CC2)cc1 (stereo unspecified)	i	-8%	7%	-4%	3%
CCN(CC)c1ccc(NC(=O)Nc2ccccc2C(F)(F)F)cc1	2.2%	-7%	3%	-12%	3%
CCCCc1nnc(NC(=O)c2ccc(S(=O)(=O)N3CCOCC3)cc2)s1	1.4%	-3%	-4%	nt	17%
COC(=O)CNC(=O)c1ccccc1	i	0%	-4%	11%	1%
COC(=O)c1c(-c2ccco2)csc1NC(=O)C1CC=CCC1C(=O)O (stereo unspecified)	i	2%	-10%	-4%	13%
Cc1ccc2nc(SCC(=O)Nc3cc(C)on3)c(C)cc2c1	9.0%	9%	7%	-16%	1%
CCCC(C)C(=O)Nc1ccncc1 (stereo unspecified)	2.7%	3%	-4%	7%	5%

Continued.
SMILES	VEEV TC-83 Vero	H1N1 NS1A inhibition	H37Rv inhibition	PhoP GFP inhibition	M. tuberculosis	others
COc1ccccc1C(=O)N1CCN(C2CCN(Cc3ccccc3)CC2)CC1	i	4%	-3%	-6%	-22%
COc1ccc(CN(Cc2cccnc2)S(=O)(=O)c2ccc(-n3cnnn3)c(C)c2)cc1OC	1.2%	6%	-9%	-11%	10%
O=C1c2ccccc2C(Nc2ccc3c(c2)OCCO3)N1Cc1ccccc1 (stereo unspecified)	i	12%	7%	-3%	-4%
Cc1ccc(C)c(OCC(=O)Nc2nonc2NC(=O)COc2cc(C)ccc2C)c1	1.5%	16%	8%	-2%	19%
CCOC(=O)C[n+]1c(C)csc1C	0.5%	-5%	-7%	-7%	-13%
Nc1cccc(CCc2ccncc2)c1	1.4%	6%	69%	10%	1%
O=C1NC2=C(C(=O)CCC2)C(c2ccc3ncccc3c2)N1 (stereo unspecified)	1.2%	-5%	-7%	-7%	-7%
O=C(c1ccccc1)c1c[nH]c(C(=O)NCCCN2CCOCC2)c1	1.3%	-5%	-4%	0%	-4%
COc1ccccc1N1CCN(C(=O)c2ccc(S(=O)(=O)N3CCCCC3)cc2)CC1	4.2%	1%	4%	20%	16%
Cc1ccc(SCCn2nc(C(=O)O)c3ccccc3c2=O)cc1	3.7%	-1%	1%	-5%	-4%
CC(C(=O)Nc1sc2c(c1C(=O)NCc1ccco1)CCCC2)N1C(=O)c2ccccc2C1=O (stereo unspecified)	i	-13%	6%	2%	25%
O=C(Nc1cc2c(oc1=O)CCCC2=O)c1ccc(Cl)cc1	1.3%	4%	0%	-3%	-14%
O=C(CNC(=O)c1ccc(Br)o1)NCc1ccccc1	2.1%	-3%	-5%	-10%	-19%
O=[N+]([O-])c1ccccc1NCCNc1ncc(C(F)(F)F)cc1Cl	i	13%	-7%	-8%	-1%
C/C(=N\NC(=S)NCCc1ccccc1)c1ccc(Cl)cc1Cl	1.5%	-2%	6%	2%	6%
CCOc1ccc(NC(=O)CSc2nc3ccccc3c(=O)n2CCCC(=O)NCCCN2CCCC2=O)cc1	6.5%	-1%	4%	-3%	31%
COc1ccc(OC)c(CCNC(=O)CSc2ccsc2[N+](=O)[O-])c1	i	-1%	-2%	1%	29%
CCOC(=O)C1C2C=CC3(CN(c4ccc(Cl)c(F)c4)C(=O)C13)O2 (stereo unspecified)	i	1%	-11%	-11%	7%

By substructure, the compounds so far containing fluorine
SMILES	VEEV TC-83 Vero	H1N1 NS1A inhibition	H37Rv inhibition	PhoP GFP inhibition	M. tuberculosis	others
CC(=O)C1=C(O)C(=O)N(c2ccc(O)cc2)C1c1ccc(F)cc1 (stereo unspecified)	0.3%	-3%	-6%	-7%	14%
CC(=O)N1c2ccc(S(=O)(=O)N3CCC(C(=O)Nc4cccc(C(F)(F)F)c4)CC3)cc2CC1C (stereo unspecified)	0.7%	12%	?	-27%	16%
O=C(Nc1cccc(S(=O)(=O)NC2=NCCC2)c1)c1ccccc1OC(F)F	0.4%	-13%	-4%	11%	13%
Cc1ccc2c(C)c(C(=O)N(Cc3ccc(F)cc3)C3CCS(=O)(=O)C3)oc2c1 (stereo unspecified)	7.4%	-1%	7%	-7%	17%
O=C(NC1CC1)C1CCN(C2CCN(C(=O)/C=C/c3ccc(F)cc3)CC2)CC1	0.5%	2%	-11%	-5%	-6%
O=C(c1cccnc1)N1N=C2CCCCCC2C1(O)C(F)(F)F (stereo unspecified)	0.8%	-3%	-7%	5%	5%
CCCc1nnc(NC(=O)CCC(=O)N2CCN(Cc3ccc(F)cc3)CC2)s1	i	-2%	0%	-4%	6%
CC(C)(CCl)C(=O)Nc1ccc(C(F)(F)F)cc1	i	-6%	-3%	1%	-16%
CCN(CC)c1ccc(NC(=O)Nc2ccccc2C(F)(F)F)cc1	2.2%	-7%	3%	-12%	3%
O=[N+]([O-])c1ccccc1NCCNc1ncc(C(F)(F)F)cc1Cl	i	13%	-7%	-8%	-1%
CCOC(=O)C1C2C=CC3(CN(c4ccc(Cl)c(F)c4)C(=O)C13)O2 (stereo unspecified)	i	1%	-11%	-11%	7%
